Efa HMGR inh: inhibitors of E. faecalis class II HMGR, primary screen, biochemical, Enterococcus faecalis; HMG-CoA reductase (Enterococcus faecalis, mvaE); purified E. faecalis HMGR, NADPH absorbance 340 nm kinetic; inhibition, % at 10 µM; 0.41% of 190,000 active;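 active means inhibition above a set limit, the median over all tested compounds plus 3 SD, cut at about 9.5% in these data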;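 further: enzyme runs in reverse so mevalonate oxidation gives rising NADPH absorbance; 0% = complete reaction with DMSO and 100% = background rate lacking mevalonate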
APP 5UTR inh: inhibitors of APP translation via 5'UTR reporter, primary screen, APP 5'UTR luciferase, SH-SY5Y cells. AID 1285, 2008. 0.82% of 190,000 active. SH-SY5Y APP 5'UTR-luciferase reporter, luminescence. inhibition, % at 2 µM;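 active means inhibition above a set limit, derived from the sample mean plus 3 SD, cut at about 45% in these data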; further: values of inactives mirror those of a sister screen read the other way
DTT redox prof: compounds producing H2O2 with reducing agent – biochemical, NIH compound library profiling, artefact control for MLSCN library redox annotation, primary screen; DTT-dependent redox cycling H2O2, phenol red/HRP absorbance; 100% = 100 µM peroxide control, 0% = buffer; activation, % at 10 µM; 0.03% of 200,000 active; AID 878, 2007;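 active means activation of at least 50% relative to the plate's high and low controls in the primary single-dose screen; inactive means activation below 50%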;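 further: compound incubated with DTT at 0.8 mM final as the reducing agent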
APP 5'UTR act: activators of APP 5'UTR luciferase reporter, primary screen, SH-SY5Y cells. SH-SY5Y APP 5'UTR luciferase reporter, luminescence; zero percent = DMSO vehicle wells. AID 1276, 2008. 1% of 190,000 active. activation, % at 2 µM;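 active means activation above a set limit, based on mean plus 3 SD of controls, cut at about 140% in these data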; further: values of inactives mirror those of a sister screen read the other way
FLuc act counter: FLuc activators, initial screening, artefact control for FLuc-dependent activation tests, biochemical, ATPlite luminescence | Luciferin 4-monooxygenase (Photinus pyralis), P08659 | ATPlite luciferase biochemical, 10 min; 0 = ATP-free wells, 1 = DMSO control | activation factor at 10 µM | 200,000 tested, under 10 active | AID 1027, 2008;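 active means luciferase activation factor, scaled between plate controls, of at least 2 with compound at 10 µM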
Target sequence (P08659 whole entry, looked up): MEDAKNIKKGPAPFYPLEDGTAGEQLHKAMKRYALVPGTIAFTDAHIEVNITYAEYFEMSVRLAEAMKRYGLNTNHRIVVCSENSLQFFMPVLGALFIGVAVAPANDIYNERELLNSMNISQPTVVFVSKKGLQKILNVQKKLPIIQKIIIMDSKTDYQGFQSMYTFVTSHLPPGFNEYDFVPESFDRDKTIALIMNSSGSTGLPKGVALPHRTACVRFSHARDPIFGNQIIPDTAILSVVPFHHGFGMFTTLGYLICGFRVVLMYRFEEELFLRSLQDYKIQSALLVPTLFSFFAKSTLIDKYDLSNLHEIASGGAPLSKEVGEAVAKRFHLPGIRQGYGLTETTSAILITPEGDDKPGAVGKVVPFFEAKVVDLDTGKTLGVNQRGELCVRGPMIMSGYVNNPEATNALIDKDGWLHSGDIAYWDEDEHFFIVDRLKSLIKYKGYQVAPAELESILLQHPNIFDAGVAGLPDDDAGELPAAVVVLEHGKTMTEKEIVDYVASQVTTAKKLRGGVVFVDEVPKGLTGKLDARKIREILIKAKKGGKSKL
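assay system = Luciferase/luciferin detection reagent, cell-free biochemical luciferase assay | also added = ATP substrate | times = 10 min post-reagent at room temperature | measured by = luminescence from luciferase reaction | measure = luciferase activation, seen as luminescence increase over controls | benchmarks = low control with PBS replacing ATP, high control enzyme plus ATP without compound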
FLuc inhib CS: firefly luciferase enzyme inhibitors, primary screen, artefact control for luciferase-based inhibitor screens, biochemical, luminescence, ATPLite; Luciferin 4-monooxygenase (Photinus pyralis), P08659; 10 min; inhibition, % at 10 µM; 1.5% of 200,000 active;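 active means inhibition above about 50% when tested at 10 µM, limit read from the data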
STAT1 activator: STAT1 signaling activators, primary screen, cell-based, HTS, luciferase reporter; NIH 3T3 STAT1-luciferase reporter, IFN-gamma, luminescence; 100% = IFN-gamma alone, no compound; activation (% of control), % at 5.5 µM; 2.6% of 200,000 active; AID 932, 2007;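 active means activation above the screen-wide mean activation plus 3 SD, cut at about 130% in these data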;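 further: raw ratio to IFN-gamma control signal so 100% means no change and 0% no light; values of inactives mirror those of a sister screen read the other way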
NF-kB neuron act: activators of NF-kB expression in neurons, primary screen, cell-based, HTS; 1.6% of 190,000 active; human neuronal cells, NF-kB reporter expression; hits give high values; fold change at 12.5 µM; in the data active means fold change above about 3.3
G6PDH CS: L. mesenteroides G6PDH inhibitors, counter-screen for G6PDH-coupled screening assays, biochemical, Leuconostoc mesenteroides enzyme; Purified L. mesenteroides G6PDH, diaphorase/resazurin coupled fluorescence, 45 min; inhibition, % at 5 µM; 0.12% of 200,000 active; in the data active means inhibition above about 50%
Hsp70 act: Hsp70 transcriptional activators, primary screen, cell-based, HeLa, Hsp70 promoter luciferase, luminescence, 10 µM. HeLa Hsp70 promoter luciferase reporter; scaled: vehicle 0, proteasome-inhibitor control 100%. activation, % at 10 µM. 0.04% of 200,000 active. AID 1203, 2008;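 active means activation above the mean across all tested compounds plus 3 SD, cutoff set per campaign, cut at about 5.5% in these data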;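 further: 100% = MG132 at 30 µM as the positive control and 0% = DMSO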
* marks the source's active call; other numbers are inactive results; nt = not tested or not shown.

SMILES	Efa HMGR inh	APP 5UTR inh	DTT redox prof	APP 5'UTR act	FLuc act counter	FLuc inhib CS	STAT1 activator	NF-kB neuron act	G6PDH CS	Hsp70 act
COC(=O)/C=C1\SC(=NC(=O)c2cccc(Cl)c2)NC1=O	-5	-12	4.0	12	1	-3	105	1.7	7	-0.4
CCOC(=O)c1ccc(NC(=O)CC2SCCNC2=O)cc1 (stereo unspecified)	-5	-42	2.0	42	0.8	17	118	1.9	4	0.2
CN(Cc1ccccc1)C(=O)COC(=O)Cn1cnc2ccccc21	-5	-5	-1.3	5	1	0	96	1	8	-0.4
O=C(NC1CCS(=O)(=O)C1)c1cccc(S(=O)(=O)N2CCOCC2)c1 (stereo unspecified)	-5	19	1.8	-19	1	-4	100	1.2	-4	-0.2
Cc1ccc(NC(=S)N(CCN(C)C)C(C)c2cccnc2)cc1 (stereo unspecified)	-4	-16	-0.2	16	1.1	-9	95	0.97	8	-0.6
O=C(COC(=O)c1nn(-c2ccccc2)c(=O)c2ccccc12)NC1CCS(=O)(=O)C1 (stereo unspecified)	-3	7	0.1	-7	1	-2	95	1.6	12	-0.3
COc1ccc(C2C(C(=O)N3CCOCC3)=C(C)NC3=C2C(=O)CC(C)(C)C3)c(OC)c1 (stereo unspecified)	-2	-7	2.6	7	1	-1	97	0.87	2	-0.3
O=C(CCN1CCN(CCO)CC1)Nc1ccc(Br)cc1	-10	10	-1.1	-10	1.1	-5	112	1.3	5	0.0
CCOC(=O)N1CCC(N2CC34C=CC(O3)C(C(=O)Nc3ccc(OCC)cc3)C4C2=O)CC1 (stereo unspecified)	-3	-18	-0.4	18	1.1	-8	99	0.92	3	-0.1
CCCN(CCC)CCCNC(=O)c1cc2c(=O)n(C)c3ccccc3c2n1C	-7	5	-0.8	-5	1.1	-10	110	1.3	2	0.1
COC(=O)c1ccc2c(=O)n(CCCCCC(=O)NCCNC(C)=O)c(=O)[nH]c2c1	-3	-10	-0.1	10	1	-4	104	1.1	2	-0.3
Cn1c(NNC(=O)C2CCCCC2)cc(=O)n(C)c1=O	3	-5	0.5	5	1.1	-7	103	1.1	15	-0.4
Cc1cc(C(=O)c2cnc(/N=C/N(C)C)s2)cc(C)c1O	-4	-11	1.4	11	1	0	94	1.3	-1	-0.4
CC(C)c1nnc(NC(=O)CSc2nnc(NC(=O)c3c(F)cccc3F)s2)s1	-3	-8	-0.7	8	0.9	14	100	1	-9	0.0
C=CCOCC(O)CS(=O)(=O)Cc1ccc(Cl)cc1 (stereo unspecified)	-5	-2	0.3	2	1.1	-5	101	1.1	-2	-0.2
Cn1nc(C(F)(F)F)c(C(=O)Nc2cccc(C(F)(F)F)c2)c1SCc1ccc(Cl)cc1	0	nt	-1.1	nt	1.1	-7	97	0.93	2	-0.2
CCOc1ccc(CC(C(=O)NN)C(=O)NN)cc1CN(C)C	-7	4	0.3	-4	1.1	-7	98	0.95	0	-0.4
CCOC(=O)c1c(NC(=O)Cn2nc(C(=O)O)c3ccccc3c2=O)sc(CC)c1C	-5	0	9.8	0	1.1	-6	96	1	-5	-0.5
COc1ccc(N2CCN(C(=O)NC3CCCCC3)CC2)cc1	-2	10	0.8	-10	1	-5	103	1.1	8	-0.3
O=C1CC(SC2=NCCS2)C(=O)N1c1cccc(Cl)c1Cl (stereo unspecified)	1	-17	-0.4	17	1.1	-10	98	1	-2	-0.3
O=C(O)Cc1ccc2[nH]c3ccc(CC(=O)O)cc3c2c1	2	nt	3.2	nt	1	-2	102	1.5	8	-0.2
CCC(C)(C)n1nnnc1C(c1ccc(C)cc1)N1CCCC1 (stereo unspecified)	0	23	-0.6	-23	1	-5	100	1	1	0.0
COc1ccc(CNC(=O)C2CCN(c3nccs3)CC2)cc1	0	-4	-3.4	4	1.1	-8	99	1.2	7	-0.2
O=C(NNC(=S)Nc1ccccc1C(F)(F)F)c1ccc(Br)o1	-3	-11	0.8	11	1	-1	102	1.3	8	0.0
CN(C)CCCN(C(=O)COc1ccccc1)c1nc2c(Cl)cccc2s1	-4	27	-1.6	-27	1	-1	94	0.95	-2	-0.2
CSC1=NC(C(Cl)(Cl)Cl)N=C(c2ccc(C)cc2)N1 (stereo unspecified)	0	71*	8.2	-71	1	1	94	1.1	-1	-0.3
Fc1ccc(CN2CCCCCC2)c(F)c1	0	-1	-1.5	1	1	-5	104	0.97	-16	0.3
Cc1ccc(Cn2nnc(C(=O)Nc3cccc(C)c3C)c2N)cc1	0	-19	-0.4	19	1	-4	101	0.76	-16	-0.3
Cc1ccnc(SCCn2c(N(C)Cc3ccccc3)nc3c2c(=O)n(C)c(=O)n3C)n1	nt	-6	-0.4	6	nt	nt	100	nt	nt	0.1
Cc1ccc(N(CC(=O)N2CCc3ccccc32)C2=NC(=O)CS2)cc1	-5	6	0.7	-6	1.1	-6	102	1	7	0.2
O=c1cc(CN2CCN(c3ccccc3)CC2)c2cc(O)c(-c3ccccc3)cc2o1	0	-8	-0.7	7	1.1	-6	95	1	6	0.5
COc1ccccc1N1CCN(C(=O)/C=C/c2ccccc2)CC1	-4	5	0.3	-5	1	-5	106	1.1	0	-0.5
O=C(Nc1nncs1)c1cc2c(s1)CCC2	-2	-40	-2.0	40	0.4	63*	127	1.1	-5	-0.1
Cc1cccc(N(CC(O)CN(C)C)S(=O)(=O)c2ccccc2)c1 (stereo unspecified)	-4	4	0.0	-4	1.1	-7	100	0.9	-5	-0.2
CCOC(=O)CC(C#N)c1c[nH]c2ccccc12 (stereo unspecified)	-1	-6	0.6	6	1.1	-5	95	1	-3	-0.1
Cc1cc(C)n2nc(SCC(=O)Nc3ccc(F)cc3)nc2n1	3	-6	-1.3	6	1	0	93	1.1	-1	0.0
Cc1ccc(OCCNC(=O)C(=O)NCc2ccco2)cc1	9	5	-1.7	-5	1	-2	93	1.2	13	0.0
Cc1ccc(CS(=O)(=O)CCC(=O)NCCCN2CCCC2=O)cc1	-4	-9	-2.2	9	1	0	100	1.1	3	-0.1
O=C(CN(CC1CCCO1)C(=O)CCC(=O)Nc1nccs1)NCc1ccccc1 (stereo unspecified)	5	-37	1.1	37	1	-4	94	1.1	0	-0.1
C/C(=N\N=C\c1ccccc1)c1nnn(-c2nonc2N)c1C	-4	-21	-4.3	21	1	-2	114	2.1	5	-0.3
COc1cc(OC)c(OC)cc1CN1CCc2ccccc2C1	-1	-2	0.7	2	1	-4	95	1	-1	-0.3
CCOC(=O)C1C(c2ccccc2Cl)NC(=O)N(C)C1(O)C(F)(F)F (stereo unspecified)	1	13	-0.1	-13	1.1	-7	104	1.4	21	-0.1
CN1CCN(C(=O)c2cc3nc(-c4ccccc4)cc(-c4ccccc4)n3n2)CC1	0	0	-0.1	0	1	1	103	0.24	12	-0.3
Cc1sc(N(C(=O)CCc2ccccc2)c2ccc(C(=O)O)cc2)nc1-c1ccccc1	0	-14	-1.6	14	1	-2	99	1	8	-0.4
Nc1nc(-c2cccnc2)nn1C(=O)c1ccc(Cl)cc1	1	-7	-0.9	7	1	0	101	1.2	2	-0.3
Cc1ccccc1/C(N)=N/OC(=O)/C=C/c1ccccc1	0	-86	0.3	86	0.4	56*	123	3.9*	2	0.0
CC(=O)c1cccc(NC(=O)C2CCN(S(C)(=O)=O)CC2)c1	-2	-16	3.0	16	1	1	90	0.99	12	-0.3
Cc1noc(C)c1C(=O)N1CCN(C(=O)c2sc3cc(Cl)ccc3c2Cl)CC1	0	8	9.5	-8	1.1	-8	89	0.9	-10	0.2
S=C(NCC1CCCO1)n1nnc2ccccc21 (stereo unspecified)	nt	-1	-1.0	1	1.1	-7	95	nt	8	-0.5
Cc1c(C)[n+](=O)c2c(n1[O-])CCCCC2	3	-9	0.3	9	1.1	-7	98	1.1	-12	0.5
Cc1cc(NC(=O)c2ccc(NC(=O)CC(C)C)cc2)no1	-7	-4	-0.2	4	1	-4	97	1.5	8	-0.3
CC(C)=CC(=O)N1CCCc2ccccc21	-7	-30	0.8	30	1	3	103	1	11	0.0
COc1ccc(C2c3c(oc4ccccc4c3=O)C(=O)N2c2ccccn2)cc1OC (stereo unspecified)	-1	-13	-1.2	13	1.1	-6	102	1	5	0.1
Cc1nc(N)c(Cc2ccccc2F)c(N)n1	-2	14	-1.5	-14	1.1	-5	102	0.88	-2	-0.3
O=C(c1cccc(C(F)(F)F)c1)C1CCCN(C(=O)CCc2cnccn2)C1 (stereo unspecified)	-1	-12	-1.0	12	1	-1	93	nt	19	-0.2
COc1ccc(/C=C/C(=O)c2ccc3ccccc3c2O)cc1CN1CCOCC1	-3	4	-0.8	-4	1	-4	105	1.1	-4	-0.3
Brc1ccc(C2Nc3cccc4cccc(c34)N2)s1	-7	17	0.2	-17	1	-2	98	0.96	-18	-0.5
CCOc1cc(/C=N/NC(=O)COc2ccccc2C)ccc1OC(=O)c1cccs1	-1	-11	-3.6	11	1	1	102	1.1	4	-0.4
CCCCCCOC(=O)c1ccccc1NC(=O)/C=C/C(=O)O	-3	-20	-5.1	20	1	1	113	1.1	11	0.0
Cn1ccc(=S)c2ccccc21	8	3	0.2	-3	1	-1	97	0.9	6	-0.1

Only APP 5'UTR act and NF-kB neuron act, for some of the entries so far:
smiles | APP 5'UTR act | NF-kB neuron act
CC(=O)c1cccc(NC(=O)C2CCN(S(C)(=O)=O)CC2)c1 | 16 | 0.99
CCOC(=O)C1C(c2ccccc2Cl)NC(=O)N(C)C1(O)C(F)(F)F (stereo unspecified) | -13 | 1.4

Carrying on:
SMILES	Efa HMGR inh	APP 5UTR inh	DTT redox prof	APP 5'UTR act	FLuc act counter	FLuc inhib CS	STAT1 activator	NF-kB neuron act	G6PDH CS	Hsp70 act
Cn1cccc1/C=N/n1c(-c2ccc(Cl)cc2)n[nH]c1=S	-2	-13	2.0	13	1.1	-8	99	1.2	-14	-0.1
COCCN1Cc2cccc(C(=O)Nc3ccc(C)c(C)c3)c2C1=O	-1	-17	0.2	17	0.9	10	103	1.3	-5	0.1
CCOC(=O)C1=C(N)N(c2ccc(C)cc2)C2=C(C(=O)CCC2)C1c1cccs1 (stereo unspecified)	-6	10	0.1	-11	1	-3	98	0.85	11	-0.2
COCCNC(=O)CN(C(=O)CCC(=O)Nc1ccccn1)c1ccc(F)c(Cl)c1	0	-7	1.6	7	1	-5	102	1	3	0.0
Cc1ccccc1C(=O)Nc1cccc(C(=O)N/N=C/c2cc(Cl)cc([N+](=O)[O-])c2O)c1	-4	-5	1.4	5	1	3	99	1.1	-20	-0.1
Cc1ccc(C(=O)N/C(=C\c2ccc3c(c2)OCO3)C(=O)Nc2ccc(C(=O)O)cc2)cc1	1	-13	-1.2	13	1	1	101	1.3	22	-0.2

Screening data from PubChem.
